High-throughput results from PubChem BioAssay.
Insulin prom up – MIN6 insulin promoter up-regulation | MIN6 insulin promoter-GFP reporter, high-content imaging; active compounds read high | z-score at 5 µM | 0.3% of 190,000 active;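 active = z-score above 3 at 5 µM with at least 500 cells counted in the well; inconclusive = wells under 500 cells, flagged as cytotoxic or low count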
Dynein transport – blocks dynein driven cargo transport along microtubules. z-score, hits read low. 0.47% of 220,000 active. 3617.4 mouse cells, GR-EGFP nuclear translocation imaging; test concentration mostly 20 µM; stimulated with dexamethasone, 1 µM; active compounds read low;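 active = plate z-score of nuclear minus cytoplasmic receptor signal below a set negative limit, without overly bright fluorescence or cell loss, cut at about -3.5 in these data, passing the limit was not always enough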;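 also: z-score of nuclear minus cytoplasmic ring GR-EGFP intensity difference per well; some compounds called inactive have numbers as strong as hits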
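medium = tetracycline-free induction medium containing charcoal-stripped FBS | probe or stimulus = dexamethasone, 1.0 µM final | timing = 48 h induction, then 1 h compound, then 30 min agonist, 37 °C | detection = automated 10x imaging of fixed Hoechst-stained cells | read-out basis = nuclear versus cytoplasmic GR-EGFP signal, averaged per well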
Myeloid diff 2 – promotes myeloid progenitor differentiation. ER-HoxA9 myeloid progenitors, lysozyme-GFP differentiation, flow cytometry. calls only at 10 µM. 1% of 360,000 active. AID 624256;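 active = normalized GFP-positive differentiation at or above the plate's own cutoff, the solvent-only control mean plus 3 SD; inconclusive = no clear call, values can overlap the other calls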;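 also: cells exposed to compound for four days before flow analysis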
bCat nuc transl – modulators of beta-catenin nuclear translocation. HeLa beta-catenin nuclear translocation, immunofluorescence imaging. nuclear translocation activity, % at 5 µM. 0.3% of 190,000 active. AID 1665;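 active = nuclear translocation activity above 50% at 5 µM, with a well cell count of 50 or more; inconclusive = wells under 50 cells across six images, flagged as toxic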;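 also: per-cell ratio of nuclear to cytoplasmic median beta-catenin stain intensity; plate controls were DMSO negative control for no effect and GSK-3 inhibitor IX positive control for full effect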
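Test system: HeLa cells, endogenous beta-catenin; Compound: single 5 µM dose plus 0.02–20 µM confirmation series; Times: compound exposure 24 h at 37°C; Signal: fluorescence imaging of beta-catenin antibody stain plus DAPI; Read-out: % activation, nuclear-to-cytoplasmic median beta-catenin signal ratio per cell.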
PMI inhibitors – MPI enzyme activity inhibition – biochemical, fluorescence intensity, coupled assay, primary screen (AID 1209); inhibition, % at 20 µM; hits with a dose series show IC50 in µM; 0.42% of 190,000 active; purified PMI enzyme, coupled fluorescence intensity; higher % means a stronger effect; in the data active = inhibition above about 50%;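 also: plate controls were DMSO vehicle for no effect and wells lacking substrate for full effect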
T cell modulator – T cell immune modulators affecting CD8 T cell-vesicle binding; AID 2052; calls only at 7 µM; 2C CD8+ T cell-vesicle binding, flow cytometry; active compounds read low; 0.068% of 330,000 active;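 active = response, share of CD8 T cells binding vesicles, and their 90th percentile fluorescence all below set limits, cut at about 80% in these data, passing the limit was not always enough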
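material = purified 2C TCR transgenic mouse naive CD8+ T cells | controls = Unloaded micro-vesicles (low), QL9 vesicles with 0.7% DMSO (high) | detection = cytometric PE anti-B7-1 and Alexa647 anti-CD8 signals after 1% paraformaldehyde fixation | incubation = binding step 1.5 h, 37 °C, antibody labelling 20 min, ice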
TNAP activation fold – stimulation of alkaline phosphatase TNAP activity – biochemical, luminescent, no phosphate acceptor, uHTS, primary screen (AID 1001). activation fold at 20 µM; hits with a dose series show EC50 in µM. 0.03% of 200,000 active. purified TNAP, luminescent activation assay, no phosphate acceptor; higher activation fold means a stronger effect; in the data active = activation fold from about 3, or a potency from the dose series; inactive = the rest, 99 in 100 with activation fold below about 1.6; also: many of its hits are not listed in these tables
Lipid droplet – modulators of hepatic lipid droplet formation | AID 1656 | 0.4% of 240,000 active | inhibition, % at 6.5 µM | AML12 mouse hepatocytes, oleate lipid droplets, BODIPY imaging;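 active = lipid droplet intensity inhibited by at least 50%, with more than 500 cells counted; inconclusive = wells with under 300 cells, treated as cytotoxic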
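Test system: AML12 hepatocytes (mouse); reagent: oleate loading, 100 µM; dosing: one dose, 6.5 µM compound; incubation: overnight exposure; signal: fluorescence imaging, 20x objective, two fields per well; read-out basis: % inhibition of corrected integrated BODIPY droplet signal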
MT stabilizer – microtubule stabilizers in HeLa cells; HeLa tubulin immunostaining HCS, 24 h; share of cells brighter than vehicle mean+2SD; % tubulin-high responders, % at 10 µM; 0.83% of 200,000 active; AID 2205;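 active = plate Z-score above 3 for both tubulin-high and condensed-nucleus cell shares, with cell loss under 80%, at 10 µM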;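 also: anti alpha tubulin signal scored within the nucleus-defined area of each cell; some results filed as inactive read as strong as hits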
Dynein transport cytoplasmic EGFP – second read-out of Dynein transport, no call of its own (marks repeat the call); z-score; measured here: cytoplasmic GR-EGFP intensity; active compounds read high
Dynein transport nuclear GR-EGFP – recorded beside Dynein transport, whose call it bears; z-score; measured here: nuclear GR-EGFP intensity;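 lower value marks the stronger effect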
Dynein transport cell count – further read-out of Dynein transport, marked with its call; z-score; measured here: cell count per field
Insulin prom up cell count – recorded beside Insulin prom up, whose call it bears; cell count; measured here: cytotoxicity, nuclei count;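 total cells summed across four imaged fields per well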
Lipid droplet cells 6.5 µM – second read-out of Lipid droplet, no call of its own (marks repeat the call); cell count; measured here: cell count, cytotoxicity flag;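 cells counted across two imaged fields per well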
bCat nuc transl cell count 5 µM – further read-out of bCat nuc transl, marked with its call; cell count; measured here: cell count, cytotoxicity flag
T cell modulator vesicle-bound % – recorded beside T cell modulator, whose call it bears; double positive events, %; measured here: CD8+ vesicle-bound cell fraction;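 binding gate set so that unloaded-vesicle control wells show 10% double positive cells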
MT stabilizer Hoechst-high % – also measured in MT stabilizer; calls as there; % Hoechst-high responders; measured here: nuclear condensation Hoechst responders;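 share of cells brighter than vehicle mean plus two SD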
MT stabilizer cytotoxicity % – further read-out of MT stabilizer, marked with its call; toxicity, %; measured here: cytotoxicity by cell density;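 0% = mean cell density of plate MIN control wells and 100% = no cells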
Myeloid diff 2 GFP+ MAC1+ % – also measured in Myeloid diff 2; calls as there; GFP+ MAC1+ double positive, %; measured here: differentiation confirmed by MAC1 staining
The depositor's hits bear a star; i = inactive; ? = inconclusive; nt = not tested or not shown. Outcome played no part in choosing rows (roughly 3% active in at least one column).

SMILES	Insulin prom up	Insulin prom up cell count	Dynein transport	Dynein transport cytoplasmic EGFP	Dynein transport nuclear GR-EGFP	Dynein transport cell count	Myeloid diff 2	Myeloid diff 2 GFP+ MAC1+ %	bCat nuc transl	bCat nuc transl cell count 5 µM	PMI inhibitors	T cell modulator	T cell modulator vesicle-bound %	TNAP activation fold	Lipid droplet	Lipid droplet cells 6.5 µM	MT stabilizer	MT stabilizer Hoechst-high %	MT stabilizer cytotoxicity %
Cc1cccc(NC(=O)COc2ccc(/C=N\n3cnnc3)cc2)c1	0.27	1207	-0.47	-0.034	-0.57	0.47	i	0.7	-1.5	539	5%	i	46	1.1	1	732	2.0	1.4	5.1
CC(Oc1ccc(Cl)cc1Cl)c1nc(-c2ccccn2)no1 (stereo not drawn)	-0.95	1269	0.29	-0.29	0.5	0.24	i	1.7	4.6	1186	9%	i	24	1	-5	765	2.9	1.7	6.5
O=[N+]([O-])c1ccc(OCc2cnc(Cl)s2)c([N+](=O)[O-])c1	-1.2	1354	-0.58	-0.2	-0.35	0.17	i	0.5	5.4	973	3%	i	23	1	-3	655	9.0	2.5	12
Cc1ccc(C(C)C)c(OCCNS(C)(=O)=O)c1	-0.51	1162	-0.1	-0.25	0.11	-0.27	i	0.5	1.5	1215	-3%	i	44	1	0	696	2.7	1.7	4.4
Cc1cc(C(=O)Nc2nc3c(s2)CCCC3)no1	0.39	978	1.3	-0.36	0.69	-0.11	i	0.6	-1.2	1119	7%	i	26	1.1	5	817	4.4	3.1	2.1
Cn1cnnc1SCc1ccc(C#N)cc1	0.87	1073	-0.41	0.11	-0.29	-0.15	i	0.8	-5.0	940	-7%	i	1	1.2	nt	nt	4.6	2.4	2.4
COc1ccc(/C=N/Nc2ccccn2)cc1OC	0.21	1000	-0.34	-0.23	0.24	0.37	i	0.7	-0.3	1268	nt	i	52	nt	2	699	nt	nt	nt
COc1ccc(-c2cnc(NCc3cc4c(cc3[N+](=O)[O-])OCO4)n2C)cc1	0.09	637	0.35	-0.25	0.48	-0.35	i	0.2	-1.4	1043	5%	i	32	1	3	691	1.4	2.4	12
Cc1nc(-c2ccccc2)[nH]c(=O)c1Oc1ccc(Cl)cc1Cl	nt	nt	0.065	-0.24	-0.052	0.13	i	0.6	-4.1	1245	nt	i	4	nt	-3	704	nt	nt	nt
CCN(CC)C(=O)c1sc(NC(=O)c2cccs2)c(C#N)c1C	-0.85	1607	0.44	-0.31	0.56	-0.25	i	0.4	0.1	1575	2%	i	35	1.1	5	738	2.7	2.2	5.1
O=S(=O)(c1ccccc1)N1CCN(C(=S)NCCCN2CCOCC2)CC1	-0.82	1609	1.3	-0.23	0.65	-0.46	i	0.4	-4.3	1101	0%	i	48	1	4	657	5.2	1.6	4.6
Cc1ccc(NC(=O)C(=O)NCCN2CCN(C(=O)C(c3ccccc3)c3ccccc3)CC2)cc1	0.11	1554	-0.16	-0.16	-0.19	0.83	i	1.2	2.9	1347	3%	i	46	1.1	nt	nt	1.1	1.0	11
Cc1cccc(C(=O)N2CCN(c3ncnc4c3cnn4-c3ccccc3)CC2)c1	nt	nt	-0.23	-0.2	-0.24	0.26	i	1.6	-5.5	586	3%	i	32	1.1	-3	757	4.6	2.2	6.4
CC1CCCN(S(=O)(=O)c2ccccc2[N+](=O)[O-])C1 (stereo not drawn)	-0.03	1287	0.39	-0.33	-0.085	0.52	i	1.2	1.2	895	10%	i	5	0.8	-11	671	2.8	1.7	0.9
COC(=O)c1ccc(NC(=O)c2c(C(=O)Nc3ccccc3)sc3nc(C)cc(=O)n23)cc1	-0.39	1341	-0.0072	-0.34	0.052	0.35	i	0.3	-0.1	1042	13%	i	34	1.1	-68	764	5.4	2.1	7.5
Cc1ccc(NC(=O)C2CCCN2S(=O)(=O)c2ccc(F)cc2)c(C)c1 (stereo not drawn)	0.31	1856	0.83	-0.26	0.52	-0.71	i	0.9	-0.5	1099	3%	i	12	1	-30	620	4.6	2.5	6.7
CC(Nc1nc(-c2ccc3c(c2)NC(=O)CO3)cs1)c1ccccc1 (stereo not drawn)	-0.73	1216	-0.91	-0.13	-0.28	1.2	i	0.3	-0.2	1149	-13%	i	55	1	4	632	2.8	5.8	8.5
N#C/C(=N\Nc1ccc(F)cc1)C(=N)N1CCCCC1	0.54	800	0.008	-0.3	0.32	0.8	i	4.7	0.0	1074	3%	i	8	1	5	774	1.3	1.0	6.0
O=C(Nc1cccc2c1CCCC2)C1CCN(C(=O)NC2CCCCC2)CC1	-0.52	1285	-0.06	-0.17	0.26	0.35	i	1.9	2.8	1119	-2%	i	45	1.2	nt	nt	4.6	2.6	1.7
c1csc(-c2nc3ccccn3c2NC2CCCCC2)c1	-0.51	1429	0.86	-0.16	0.56	-2.1	?	nt	-4.3	1183	6%	i	58	1.2	-5	698	2.8	2.9	9.9
O=C(NCc1ccco1)C1(c2ccc(Cl)cc2)CCCC1	nt	nt	0.087	0.067	0.17	0.42	i	7.9	nt	nt	-13%	i	38	1	9	852	1.2	2.0	11
Cn1c(=O)c2c(nc(SCC(=O)O)n2Cc2cc3c(cc2Cl)OCO3)n(C)c1=O	nt	nt	-0.19	0.83	0.2	0.23	i	0.8	0.9	1022	-10%	i	44	1	5	749	2.2	1.1	5.3
Cc1cc(NC(=O)CSc2nc3c(c(=O)n2CCc2ccccc2)SC(C)C3)no1 (stereo not drawn)	nt	nt	0.08	-0.25	0.37	0.73	i	2.3	-0.5	1192	3%	i	41	1.1	4	659	5.9	2.1	8.7
COc1ccc(C(c2nnnn2C2CCCCC2)N2CCN(c3ccccc3)CC2)cc1 (stereo not drawn)	-1.1	1131	0.13	-0.19	0.17	-0.16	nt	nt	2.6	1132	14%	nt	nt	1.1	-1	729	3.1	1.4	5.4
O=C1c2cccc3cc([N+](=O)[O-])cc(c23)C(=O)N1c1ccccc1O	1	1336	-0.33	-0.082	0.046	0.0073	i	0.4	1.0	1480	8%	i	44	1.1	-4	566	4.3	4.6	1.2

The results go on:
SMILES	Insulin prom up	Insulin prom up cell count	Dynein transport	Dynein transport cytoplasmic EGFP	Dynein transport nuclear GR-EGFP	Dynein transport cell count	Myeloid diff 2	Myeloid diff 2 GFP+ MAC1+ %	bCat nuc transl	bCat nuc transl cell count 5 µM	PMI inhibitors	T cell modulator	T cell modulator vesicle-bound %	TNAP activation fold	Lipid droplet	Lipid droplet cells 6.5 µM	MT stabilizer	MT stabilizer Hoechst-high %	MT stabilizer cytotoxicity %
Cc1nc(-c2ccc(Cl)cc2)sc1C1(C)CC(c2cccnc2)=NO1 (stereo not drawn)	nt	nt	0.53	-0.68	0.46	-1.1	i	0.7	1.9	1046	nt	i	11	nt	nt	nt	nt	nt	nt
COc1ccccc1NS(=O)(=O)c1ccc(O)c(C(=O)OCC(=O)Nc2ccccc2F)c1	1.3	1279	0.56	-0.22	0.56	-0.16	i	0.2	-3.2	1064	0%	i	9	1.1	0	717	8.2	3.1	4.0
COc1ccc(-c2nnc(NC(=O)c3cc(Cl)ccc3Cl)o2)cc1	0.86	931	-1	-0.23	-0.49	0.47	i	1.7	nt	nt	-6%	i	31	1	nt	nt	5.9	2.5	4.2
S=C(NN=C1C2CC3CC(C2)CC1C3)Nc1ccccc1	nt	nt	-0.95	0.56	-0.13	0.52	i	0.8	-6.1	1188	2%	i	38	1.1	0	806	0.8	0.7	5.7
CCN(CC)c1nc2ccccc2[nH]1	-0.32	1584	-0.79	-0.19	-1.1	-0.037	i	0.8	-0.6	1348	-11%	i	5	1	nt	nt	3.1	1.3	7.0
CCc1ccc(NC(=O)C2CCCCC2C(=O)O)cc1 (stereo not drawn)	-0.74	1442	-0.68	-0.1	-0.15	0.37	nt	nt	-1.7	1119	10%	i	23	0.9	4	580	5.2	3.4	6.6
COc1ccc(C/C(C)=N\NC(=O)c2cn(C)c3ccccc23)cc1OC	-0.2	1120	0.48	-0.22	0.21	0.69	i	0.8	0.8	1368	nt	i	10	nt	12	746	nt	nt	nt
CC(=O)Nc1nc2cc3c(cc2s1)OCO3	-0.1	1024	-0.7	-0.14	-0.2	1.3	i	1.5	nt	nt	2%	i	21	1	nt	nt	6.1	3.3	7.0
CCCn1c(SCCN2C(=O)c3ccccc3C2=O)n[nH]c1=O	0.06	1207	-0.29	-0.19	-0.15	0.093	i	5.9	0.0	1016	2%	i	38	1.1	nt	nt	1.3	2.4	10
Cc1ccc(S(=O)(=O)N(C)CC(=O)OCC(=O)N2CCN(c3ccccc3)CC2)cc1	0.75	1592	0.22	-0.18	0.44	-1.1	i	0.5	-1.4	1080	11%	i	3	1.1	31	605	2.8	2.0	10
